Screens from PubChem BioAssay.
Redox H2O2 prof: compounds producing H2O2 with reducing agent – biochemical, NIH compound library profiling, artefact control for MLSCN library redox annotation, primary screen; activation, % at 10 µM; actives 0.03% (n = 200,000); DTT-dependent redox cycling H2O2, phenol red/HRP absorbance; 100% = 100 µM peroxide control, 0% = buffer;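 active means activation of at least 50% relative to the plate's high and low controls in the primary single-dose screen; inactive means activation below 50%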;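 further: compound incubated with DTT at 0.8 mM final as the reducing agent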
STAT1 inh: inhibitors of IFN-gamma induced STAT1 signaling. NIH 3T3 STAT1-luciferase reporter, luminescence. inhibition, % at 5.5 µM. actives 0.35% (n = 200,000). AID 920;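 active means inhibition above a set limit, the mean inhibition across all tested compounds plus 3 SD, cut at about 34% in these data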;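 further: 0% = IFN-gamma with DMSO and 100% = IFN-gamma with 300 µM nifuroxazide; values of inactives mirror those of a sister screen read the other way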
APP 5'UTR act: APP 5'UTR luciferase reporter activation; SH-SY5Y APP 5'UTR luciferase reporter, luminescence; zero percent = DMSO vehicle wells; activation, % at 2 µM; actives 1% (n = 190,000); AID 1276;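 active means activation above a set limit, based on mean plus 3 SD of controls, cut at about 140% in these data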; further: values of inactives mirror those of a sister screen read the other way
TLR4-MyD88 BLA: TLR4-MyD88 interaction inhibition in cells | HeLa CL3-4 TLR4/MyD88 BLA complementation, FRET ratio | inhibition, % at 8.4 µM | actives 0.18% (n = 200,000) | AID 861; in the data active means inhibition above about 25%;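 further: 0% = vehicle and 100% = reference inhibitor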
STAT1 act: increases IFN-gamma driven STAT1 reporter signal; AID 932; NIH 3T3 STAT1-luciferase reporter, luminescence; 100% = IFN-gamma alone, no compound; activation (% of control), % at 5.5 µM; actives 2.6% (n = 200,000);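 active means activation above the screen-wide mean activation plus 3 SD, cut at about 130% in these data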;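 further: raw ratio to IFN-gamma control signal so 100% means no change and 0% no light; values of inactives mirror those of a sister screen read the other way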
Hsp70 activator: switches on Hsp70 transcription | AID 1203 | HeLa Hsp70 promoter luciferase reporter, luminescence; scaled: vehicle 0, proteasome-inhibitor control 100% | activation, % at 10 µM | actives 0.04% (n = 200,000);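 active means activation above the mean across all tested compounds plus 3 SD, cutoff set per campaign, cut at about 5.5% in these data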;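 further: 100% = MG132 at 30 µM as the positive control and 0% = DMSO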
NF-kB neuron act: raises NF-kB expression in human neuronal cells; NF-kB reporter expression; hits give high values; fold change at 12.5 µM; actives 1.6% (n = 190,000); AID 1239; in the data active means fold change above about 3.3
STAT3 act: increases IL-6 driven STAT3 reporter signal; actives 0.91% (n = 190,000); U3A cells, IL-6 STAT3-luciferase reporter, luminescence; 100% = signal with IL-6 EC80 alone; activation (% of control), % at 5.6 µM;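 active means activation above the screen-wide mean of compound activation plus 3 SD, cut at about 130% in these data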;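 further: 0% = background luminescence of wells with medium and substrate only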
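Material: STAT3-luciferase reporter U3A cells; Probe or stimulus: IL-6 (33 ng/mL); Incubation: compound pre-incubation 1 h before IL-6, then 6 h stimulation at 37 °C; Technique: luminescence from STAT3-driven luciferase reporter; Evaluation: % activation versus median of IL-6-stimulated wells; Controls: IL-6-only high control.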
STAT3 blocker: reduces IL-6 driven STAT3 reporter signal; actives 0.89% (n = 190,000); inhibition, % at 5.5 µM; AID 862; U3A cells, IL-6 STAT3-luciferase reporter, luminescence; host cell line lacks STAT1;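 active means inhibition above the mean inhibition across all screened compounds plus 3 SD, cut at about 44% in these data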;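 further: 0% = DMSO only wells and 100% = 100 µM nifuroxazide control wells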
Efa HMGR inh: blocks class II HMG-CoA reductase of Enterococcus faecalis. purified E. faecalis HMGR, NADPH absorbance 340 nm kinetic. actives 0.41% (n = 190,000). inhibition, % at 10 µM. AID 1066;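 active means inhibition above a set limit, the median over all tested compounds plus 3 SD, cut at about 9.5% in these data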;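 further: enzyme runs in reverse so mevalonate oxidation gives rising NADPH absorbance; 0% = complete reaction with DMSO and 100% = background rate lacking mevalonate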
The depositor's hits bear a star; nt = not tested or not shown. Outcome played no part in choosing rows, and some 5.6% of all compounds hit somewhere here.

Each structure is followed by: Redox H2O2 prof	STAT1 inh	APP 5'UTR act	TLR4-MyD88 BLA	STAT1 act	Hsp70 activator	NF-kB neuron act	STAT3 act	STAT3 blocker	Efa HMGR inh
- NC(=O)C1=C[C@@H](c2ccc(C(F)(F)F)cc2)C[C@@H](OCCCCO)O1
 : -0.6	0	-12	-2	101	-0.1	1.1	nt	nt	5
- O=C(Nc1nnc(-c2ccccc2F)s1)C1CCN(S(=O)(=O)c2ccc(Cl)cc2)CC1
 : 0.3	1	-10	2	99	-0.5	1.2	96	0	-5
- Cn1cc(Br)c(C(=O)NNC(=O)c2ccc(Br)cc2)n1
 : -0.5	-27	42	-4	124	0.2	1.8	106	-9	-7
- CN1C(=O)N(C)C2(c3ccccc3)Nn3c(s/c(=C/c4ccccc4F)c3=O)=NC12c1ccccc1 (configuration not stated)
 : 0.4	6	16	-7	95	-0.3	1.2	108	-2	-6
- Cc1ccc(-n2c(=O)c3sccc3n(CC(=O)N3CCCC3)c2=O)cc1
 : 0.3	10	3	-13	91	0.0	1.1	92	19	-3
- CCOC(=O)C1=C(C)NC2=C(C(=O)CC(c3cccs3)C2)C1c1cccs1 (configuration not stated)
 : -1.1	6	5	9	95	0.8	1.5	91	14	-2
- NC(=O)c1c(NC(NC(=O)c2ccco2)C(=O)c2ccc(Cl)cc2)sc2c1CCCC2 (configuration not stated)
 : 0.3	0	-11	-6	100	0.1	0.87	92	15	4
- CCN(CC)c1ccc2cc(C#N)c(=O)oc2c1
 : -1.2	-4	7	0	103	-0.2	1.2	92	15	-7
- O=C(CSc1nnc(-c2ccccc2O)o1)Oc1ccc(Br)cc1
 : 0.7	3	-19	0	97	-0.3	1.2	107	0	1
- Cc1ccc2oc(-c3cc(NC(=O)c4ncn[nH]4)ccc3O)nc2c1
 : -1.4	-5	6	-2	103	-0.2	1.1	93	13	-1
- COc1ccc(CCNC(=O)COc2cc(=O)n(C)c3ccccc23)cc1OC
 : -0.6	-2	3	-6	101	-0.4	1.2	94	11	0
- Cc1cnc(NC(=O)CSc2nnc(-c3cccs3)n2C)s1
 : 2.7	4	4	-8	97	-0.2	1.1	97	10	-1
- CCOC(=O)N1CCC(NC(=O)c2ccc3c(=O)n4c(nc3c2)CCCC4)CC1
 : 2.0	-2	17	8	102	0.4	1	100	5	7
- O=C(Nc1cc(Cl)cc(Cl)c1)c1cnn2cccnc12
 : 0.2	-1	-7	4	101	0.8	1.3	94	13	-7
- Cc1cc(C)nc(NS(=O)(=O)c2ccc(NC(=O)c3ccc4c(c3)OCO4)cc2)n1
 : -0.7	-4	3	-1	102	-0.1	1.5	96	9	-2
- CC(=O)Nc1nonc1-c1ccccc1
 : -0.4	1	16	10	99	-0.2	1.1	101	5	0
- Cc1c(O)nc(SC2CC(=O)N(c3ccccc3)C2=O)[nH]c1=O (configuration not stated)
 : -0.6	-4	-16	2	104	-0.2	1.2	104	-3	-1
- CCOc1ccc(CC(=O)N2CCN=C2SC)cc1
 : 0.1	-6	-8	9	106	0.0	1.1	106	-8	-2
- FC(F)(F)c1cccc(-c2nn[nH]n2)c1
 : 0.4	-1	17	-6	98	0.1	1.1	105	-1	-2
- CNC(=O)CCSc1ccc(C)cc1
 : 0.6	-7	8	-1	107	0.8	1.1	97	7	-6
- O=C1CCCN1CCCNC(=S)Nc1ccc(Br)cc1Cl
 : -0.2	6	5	10	95	-0.3	1.2	104	2	3
- NS(=O)(=O)c1cccc(NC(=S)NCc2ccccc2)c1
 : -0.7	-4	-2	2	104	0.0	0.9	105	-5	-5
- O=C(CSc1nnc(-c2c[nH]c3ccccc23)n1CC1CCCO1)Nc1ccc2c(c1)OCCO2 (configuration not stated)
 : 0.1	-4	-16	-3	104	-0.3	1.3	97	4	0
- COC(=O)c1ccc(-c2noc(CN(C)Cc3ccncc3C)n2)cc1
 : 0.1	13	3	-9	86	-0.1	0.87	97	6	-1
- CCCCC(Sc1nc(N)c(NC(=O)c2ccc(OC)cc2)c(=O)[nH]1)C(=O)O (configuration not stated)
 : 17	1	5	7	99	0.1	1.2	110	-13	-6
- Clc1ccc(-c2noc(CSc3nnc(-c4ccncc4)n3-c3ccccc3)n2)cc1
 : -0.2	1	11	-13	100	-0.4	0.42	88	14	5
- O=C(/C=C/c1cccs1)Nc1scc(-c2ccccc2)c1C(=O)O
 : -0.5	0	120	-25	99	-0.2	2.3	75	33	1
- CSc1ccc(CCNC(=O)CSc2ccsc2[N+](=O)[O-])cc1
 : -0.9	5	6	2	103	0.0	1.1	98	12	0
- O=C(CCN1CCc2ccccc2C1)Nc1ccccc1F
 : 2.6	1	0	7	99	-0.2	1.1	107	-4	3
- O=C1c2ccccc2C(=O)N1CC1c2ccccc2CCN1C(=O)C1CCCCC1 (configuration not stated)
 : 0.3	14	-21	-5	87	-0.3	1.1	106	-1	-3
- CC1CCc2nn(CC(=O)NCCN3CCCCC3C)cc2C1 (configuration not stated)
 : 0.1	-8	7	-6	107	-0.3	0.99	99	6	2
- Cn1nc(-c2ccc(C(=O)O)cc2)c2ccccc2c1=O
 : 0.1	-6	-5	2	105	0.0	1.1	104	2	0
- Cc1ccc(C)c(S(=O)(=O)N2CC(=O)Nc3ccccc32)c1
 : -4.0	8	5	-9	93	-0.2	0.91	85	17	-7
- Cc1nc2c(C(=O)NCc3ccc4c(c3)OCO4)c[nH]n2c(=O)c1Cc1ccccc1F
 : -0.7	-3	-10	-3	103	-0.2	0.98	104	1	0
- Cc1ccc(NS(=O)(=O)c2cccc(C(=O)NNC(=O)NC3CCCCC3)c2)c(C)c1
 : 0.3	-1	3	4	101	-0.4	1.1	100	2	1
- Oc1ccc(-c2nc3ccccn3c2NCc2ccco2)cc1
 : -3.7	0	-8	10	100	-0.1	1.5	109	-9	-8
- CN(C)/C=C1\C(=O)ON=C1c1ccccc1
 : -1.4	-1	0	-2	99	-0.1	1.2	99	4	1
- COC(=O)c1ccccc1NC1OC(=O)c2ccccc21 (configuration not stated)
 : -0.3	-2	11	9	102	-0.1	0.93	94	11	-3
- Cc1cc(OCC(=O)Nc2ccncc2)c(C)cc1Br
 : 0.4	13	-6	10	88	-0.2	1.3	66	38	-1
- CN(C)CCCN(C(=O)c1ccc2c(c1)CCCC2)c1nc2c(F)cccc2s1
 : 0.3	-2	-11	-1	102	-0.1	0.7	113	-13	4
- N#Cc1nc(COc2ccc(Cl)cc2)oc1NCc1ccc2c(c1)OCO2
 : 0.2	0	-5	-13	97	0.0	0.92	101	-1	0
- Cc1cc(NC(=O)c2ccc(F)cc2F)n(-c2nc3ccccc3[nH]2)n1
 : -5.0	6	0	-13	95	-0.1	1.2	85	21	-5
- COc1ccc(Nc2nc(N)nc(CN3CCN(c4ccc(F)cc4)CC3)n2)cc1
 : -0.3	2	32	-5	97	-0.5	1	86	19	0
- OCCN1CCN(CCSc2ccccc2)CC1
 : 2.2	3	15	-5	98	-0.4	1.1	98	11	0
- CC(OC(=O)c1ccc(S(=O)(=O)NCc2ccco2)cc1)C(=O)Nc1ccc(Cl)cn1 (configuration not stated)
 : 0.0	-3	-16	5	103	0.3	1.2	105	-8	6
- CC(=O)Nc1cccc(NC(=O)Cc2nc(-c3ccccc3)sc2-c2ccc(C)cc2)c1
 : -0.1	5	nt	7	96	-0.3	1.2	77	27	-4
- CCN(CC)CC(O)c1cccn1-c1ccc(CNC(=O)NC(C)C)cc1 (configuration not stated)
 : -0.6	14	13	-19	86	0.0	0.98	103	2	0
- CC(C)CN(CC(C)C)S(=O)(=O)N1CCC(C(=O)NCc2cccs2)CC1
 : 1.7	6	-9	10	95	0.4	0.93	106	-2	-6
- CNS(=O)(=O)c1cccc(C(=O)OCC(=O)c2cc3ccccc3o2)c1
 : -0.9	13	-20	-15	86	-0.5	1	111	-12	-9
- Cc1cc(Cl)ccc1Oc1ncc(-c2ccc(Cl)cc2)cn1
 : 11	-4	5	5	103	0.0	1.3	88	17	-1
- Cc1cc(C)cc(OCc2nnc(SCC(=O)N3CCN(c4ccccc4)CC3)o2)c1
 : 0.3	0	-12	7	100	-0.5	1.1	88	18	-2
- CCC(=O)Nc1ccc(-c2nnc(SCC(=O)Nc3nccs3)n2C)cc1
 : -0.2	9	-16	-6	92	-0.3	1	94	8	-1
- O=[N+]([O-])c1cc(-c2ncccn2)cs1
 : -0.1	-1	4	-5	101	0.2	1.1	96	3	-4
- COc1ccc(N=C2C(=Nc3ccc(OC)cc3)N(c3ccc(OC)cc3)C(=S)N2C(=O)c2ccc(OC)cc2)cc1
 : 4.4	-8	0	5	107	-0.3	1.1	99	4	1
- O=C(Nc1ccccc1N1CCCCC1)c1ccccc1F
 : -1.2	-7	-32	-12	107	-0.3	0.95	96	12	5
- O=c1cc(NCCc2ccccc2)c2ccccc2o1
 : -0.4	-16	50	9	113	-0.2	1.5	92	12	-3
- Cc1ccc([N+](=O)[O-])cc1NC(=O)CN(C(=O)c1ccccc1Cl)C1CCCCC1
 : -0.8	8	4	15	93	-0.2	1.1	113	-17	-2
- O=S(=O)(c1ccc2nc(Cc3cccc(C(F)(F)F)c3)[nH]c2c1)N1CCOCC1
 : 0.3	5	-2	-10	94	-0.5	0.91	105	-4	-1
- O=[N+]([O-])c1ccc2c(c1)C=C1CCCCC1(N1CCCC1)O2 (configuration not stated)
 : -0.5	-14	7	3	113	-0.1	0.99	107	-10	-1
- Cc1ccc(N2C(=O)/C(=C\c3ccco3)SC2=S)cc1
 : 4.3	-13	15	-4	112	0.1	1.1	108	-3	-2

Continued.
Each structure is followed by: Redox H2O2 prof	STAT1 inh	APP 5'UTR act	TLR4-MyD88 BLA	STAT1 act	Hsp70 activator	NF-kB neuron act	STAT3 act	STAT3 blocker	Efa HMGR inh
- COCCn1c(SCC(=O)N2CCCc3ccccc32)nnc1-c1ccoc1C
 : 0.4	0	18	4	100	-0.3	1.1	97	5	-2
- CCOC(=O)C1=C(c2ccccc2)N=c2s/c(=C\c3ccc(O)cc3)c(=O)n2C1c1cccs1 (configuration not stated)
 : 2.3	-5	3	20	105	0.2	1.1	105	6	-1
- Cc1nn(CCc2n[nH]c(=S)n2C2CCCCC2)c(C)c1Br
 : -3.6	-1	1	-1	101	-0.3	1	95	14	4
- CC(=O)c1c(N)n(C)c(=O)n(C)c1=O
 : -2.1	-1	8	8	102	0.4	1	101	3	1
- CC(=O)Nc1ccc(-c2nc(C)c(C(C)=O)n2O)cc1
 : 3.2	-2	4	-1	102	-0.3	1.2	99	5	0
- CCCOC(=O)C1=C(C)NC2=C(C(=O)C(C(=O)OC)C(C)C2)C1c1ccc(N(CC)CC)cc1 (configuration not stated)
 : 3.6	-6	17	-8	105	-0.2	0.65	108	-5	2
- NC(N)=N/N=C/c1ccccc1OC(F)F
 : -0.3	7	14	20	92	-0.2	1.1	107	0	-11
